Mtb BioA inh: BioA (M. tuberculosis) enzyme inhibition; AID 602481; inhibition, % at 9.99 µM; 360,000 compounds, 0.096% hits; purified M. tuberculosis BioA enzyme, plate reader; in the data active = inhibition above about 40%; inconclusive = no clear call, values can overlap the other calls
Anthrax LF prot: anthrax lethal factor protease inhibition; P15917; multiplex microsphere protease cleavage assay, LF; inhibition, % at 10 µM; 360,000 compounds, 0.12% hits; also: plate controls were buffer without enzyme for full effect and enzyme alone for no effect
FadD28 FP inh: blocks FadD28 binding to the bisubstrate probe | fluorescence polarization | inhibition, % at 12.5 µM | 360,000 compounds, 0.22% hits | AID 588549; in the data active = inhibition above about 8.5%, passing the limit was not always enough; inconclusive = no clear call, values can overlap the other calls
BoNT A protease: BoNT A light chain protease inhibition. inhibition, % at 10 µM. multiplex microsphere protease substrate cleavage, flow cytometry. 360,000 compounds, 0.17% hits. AID 588499; also: plate controls were buffer without enzyme for full effect and enzyme alone for no effect
PfHsp40 rescue: compounds rescuing yeast from Plasmodium falciparum HSP40 toxicity; 340,000 compounds, 0.68% hits; growth rescue, % at 12.5 µM; S. cerevisiae expressing PfHsp40, growth rescue, ATP luminescence; in the data active = growth rescue above about 28%, passing the limit was not always enough; inconclusive = no clear call, values can overlap the other calls;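 also: yeast W303a lacking pdr1 and pdr3 grown in galactose medium; growth measured after three days at 30 °C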
GDH-TPI inh: counter-screen for M. tuberculosis FBA inhibitors: GDH-TPI coupled enzymes; inhibition, % at 4.8 µM; GDH-TPI coupled enzyme counterscreen, NADH absorbance; 360,000 compounds, 1.2% hits; in the data active = inhibition above about 30%;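 also: 0% = DMSO wells and 100% = wells lacking the enzyme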
Mtb FBA inh: Mtb fructose-bisphosphate aldolase inhibition; purified M. tuberculosis FBA, fluorescence read-out; inhibition, % at 1 µM; 360,000 compounds, 2.3% hits; AID 588726; in the data active = inhibition above about 27%;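 also: 0% = vehicle and 100% = reference inhibitor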
Target sequence (P9WQA3 whole entry, looked up): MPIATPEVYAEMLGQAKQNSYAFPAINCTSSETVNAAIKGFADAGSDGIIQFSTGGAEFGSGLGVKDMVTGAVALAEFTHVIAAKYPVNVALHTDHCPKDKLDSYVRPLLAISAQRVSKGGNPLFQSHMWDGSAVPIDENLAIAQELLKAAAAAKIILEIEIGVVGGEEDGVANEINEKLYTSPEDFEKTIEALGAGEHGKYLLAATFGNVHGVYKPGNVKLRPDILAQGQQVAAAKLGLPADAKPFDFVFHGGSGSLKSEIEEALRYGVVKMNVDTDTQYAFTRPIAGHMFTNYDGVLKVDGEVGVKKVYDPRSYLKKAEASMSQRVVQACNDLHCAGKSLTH
UGM FP inh: Mtb UDP-galactopyranose mutase inhibition | P9WIQ1 | purified UGM, fluorescence polarization probe displacement | inhibition, % at 10 µM | 320,000 compounds, 0.06% hits; in the data active = inhibition above about 10%, passing the limit was not always enough; inconclusive = no clear call, values can overlap the other calls
Target sequence (P9WIQ1 whole entry, looked up): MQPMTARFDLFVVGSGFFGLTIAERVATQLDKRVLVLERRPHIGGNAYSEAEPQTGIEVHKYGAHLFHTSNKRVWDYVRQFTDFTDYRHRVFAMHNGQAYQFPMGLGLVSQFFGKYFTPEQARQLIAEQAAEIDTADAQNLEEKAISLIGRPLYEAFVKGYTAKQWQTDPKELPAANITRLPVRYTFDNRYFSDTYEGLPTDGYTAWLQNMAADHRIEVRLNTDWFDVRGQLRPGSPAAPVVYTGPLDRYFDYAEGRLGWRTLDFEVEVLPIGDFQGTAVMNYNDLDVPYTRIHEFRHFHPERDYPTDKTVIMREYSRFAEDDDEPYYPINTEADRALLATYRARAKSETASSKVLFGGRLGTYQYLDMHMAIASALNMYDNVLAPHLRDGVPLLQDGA
BoNT F protease: inhibitors of Botulinum neurotoxin F light chain protease | Multiplex microsphere protease cleavage assay, flow cytometry | inhibition, % at 10 µM | 360,000 compounds, 0.22% hits | AID 588497; in the data active = inhibition above about 35%, passing the limit was not always enough; inconclusive = no clear call, values can overlap the other calls; also: plate controls were buffer without enzyme for full effect and enzyme alone for no effect
* = called active by the depositor; ? = inconclusive; / = not tested or not shown; & = joins results of further samples. Rule as the data show it, unless noted: active = inhibition above about 30%; inconclusive = no clear call, values can overlap the other calls; inactive = below that. This is a subset. The share of hits here may be higher or lower than overall.

(1) Cc1cccc(C)c1NC(=O)C1CCCCN1C (centres undefined)
(2) Cc1[nH]c2ccccc2c1/C=N/NC(N)=S
(3) COc1ccc(/C=C/C(=O)O)cc1
(4) CCn1cc(C(=O)O)c(=O)c2cc(F)c(N3CCNCC3)nc21
(5) CCCCOc1ccc(CC(=O)NO)cc1

Screen / compound no.	1	2	3	4	5
Mtb BioA inh	0.1	/	-0.5	-1.1	-1.7
Anthrax LF prot	-3	-9	-4	-12	-6
FadD28 FP inh	0.1	-2.0	0.1	-0.9	-5.1
BoNT A protease	-0.7	0.0	0.6	-1.3	0.1
PfHsp40 rescue	-0.2	0.2	-0.4	-0.2	0.9
GDH-TPI inh	-4	37*	1	15	8
Mtb FBA inh	2	-1	4	0	0
UGM FP inh	-2.5	-0.5	/	/	-1.6
BoNT F protease	-8	-8	-6	-12	7

(6) CC[C@]1(O)C[C@@H]2CN(CCc3c([nH]c4ccccc34)[C@@](C(=O)OC)(c3cc4c(cc3OC)N(C)[C@H]3[C@@](O)(C(=O)OC)[C@H](OC(C)=O)[C@]5(CC)C=CCN6CC[C@]43[C@@H]65)C2)C1
(7) C/C=C(/C)C(=O)OC1c2c(ccc3ccc(=O)oc23)OC(C)(C)C1OC(=O)/C(C)=C\C (centres undefined)
(8) Nc1c2c(nc3ccccc13)CCCC2O (centres undefined)
(9) COC(=O)C1=CO[C@@H](OC2OC(CO)C(O)C(O)C2O)[C@@H]2[C@@H](C)[C@@H](O)C[C@H]12 (some centres undefined)
(10) C/C=C(/C)C(=O)O[C@@H]1c2cc(OC)c(OC)c(OC)c2-c2c(cc3c(c2OC)OCO3)C[C@H](C)[C@]1(C)O

Screen / compound no.	6	7	8	9	10
Mtb BioA inh	2.2	0.4	-0.4	-0.2	-0.5
Anthrax LF prot	-7	-1	-3	-2	1
FadD28 FP inh	-0.2	-1.6	-2.8	-0.2	-0.4
BoNT A protease	-0.2	-0.9	0.9	0.2	0.3
PfHsp40 rescue	-2.2	2.0	-0.6	-0.1	-0.4
GDH-TPI inh	-11	16	10	2	-4
Mtb FBA inh	-1	12	0	3	-2
UGM FP inh	0.3	2.6	/	0.2	4.5
BoNT F protease	-6	-7	2	-4	-4

An excerpt of these results, as labelled records:
#6 CC[C@]1(O)C[C@@H]2CN(CCc3c([nH]c4ccccc34)[C@@](C(=O)OC)(c3cc4c(cc3OC)N(C)[C@H]3[C@@](O)(C(=O)OC)[C@H](OC(C)=O)[C@]5(CC)C=CCN6CC[C@]43[C@@H]65)C2)C1
  Mtb BioA inh = 2.2	Anthrax LF prot = -7	FadD28 FP inh = -0.2	BoNT A protease = -0.2	PfHsp40 rescue = -2.2	GDH-TPI inh = -11	Mtb FBA inh = -1	UGM FP inh = 0.3	BoNT F protease = -6

#7 C/C=C(/C)C(=O)OC1c2c(ccc3ccc(=O)oc23)OC(C)(C)C1OC(=O)/C(C)=C\C (centres undefined)
  Mtb BioA inh = 0.4	Anthrax LF prot = -1	FadD28 FP inh = -1.6	BoNT A protease = -0.9	PfHsp40 rescue = 2.0	GDH-TPI inh = 16	Mtb FBA inh = 12	UGM FP inh = 2.6	BoNT F protease = -7

#8 Nc1c2c(nc3ccccc13)CCCC2O (centres undefined)
  Mtb BioA inh = -0.4	Anthrax LF prot = -3	FadD28 FP inh = -2.8	BoNT A protease = 0.9	PfHsp40 rescue = -0.6	GDH-TPI inh = 10	Mtb FBA inh = 0	UGM FP inh = /	BoNT F protease = 2

#9 COC(=O)C1=CO[C@@H](OC2OC(CO)C(O)C(O)C2O)[C@@H]2[C@@H](C)[C@@H](O)C[C@H]12 (some centres undefined)
  Mtb BioA inh = -0.2	Anthrax LF prot = -2	FadD28 FP inh = -0.2	BoNT A protease = 0.2	PfHsp40 rescue = -0.1	GDH-TPI inh = 2	Mtb FBA inh = 3	UGM FP inh = 0.2	BoNT F protease = -4

Continued.
(11) CCCOC(=O)c1ccc(O)cc1
(12) CN(C)CCOc1ccccc1Cc1ccccc1
(13) COc1ccc(/C=N/NC(=O)c2ccncc2)cc1OC
(14) C[C@@H]1C[C@H]2[C@@H]3C[C@H](F)C4=CC(=O)C=C[C@]4(C)[C@@]3(F)[C@@H](O)C[C@]2(C)[C@@]1(O)C(=O)COC(=O)C(C)(C)C
(15) O=c1cc(-c2ccc(O)cc2)oc2cc(O[C@@H]3O[C@H](CO)[C@@H](O)[C@H](O)[C@H]3O[C@@H]3OC[C@](O)(CO)[C@H]3O)cc(O)c12

Screen / compound no.	11	12	13	14	15
Mtb BioA inh	-2.0	-0.5	-0.1	0.8	-2.5
Anthrax LF prot	4	-5	0	-10	4
FadD28 FP inh	-1.1	-3.6	-1.7	-0.4	-2.6
BoNT A protease	-0.6	-0.6	-0.1	-1.0	0.8
PfHsp40 rescue	-0.6	0.6	-0.3	0.1	-1.5
GDH-TPI inh	1	5	24	12	26
Mtb FBA inh	1	-3	-2	1	1
UGM FP inh	-1.0	-2.7	0.0	-2.4	-1.8
BoNT F protease	-3	-4	-5	-7	-2

(16) Cc1cccc2c1NC(=O)/C2=C\C(=O)c1cccs1
(17) COc1cc([C@H]2Oc3cc([C@H]4Oc5cc(O)cc(O)c5C(=O)[C@@H]4O)ccc3O[C@@H]2CO)ccc1O
(18) NNC(=O)CP(=O)(c1ccccc1)c1ccccc1
(19) CCOC(=O)NNc1nncc2ccccc12
(20) C[C@H]1c2cccc(O)c2C(O)=C2C(=O)[C@]3(O)C(O)=C(C(N)=O)C(=O)[C@@H](N(C)C)C3[C@@H](O)C21 (some centres undefined)

Screen / compound no.	16	17	18	19	20
Mtb BioA inh	-1.2	-0.4	-0.7	-0.9	0.0
Anthrax LF prot	-2	-6	-1	-8	-4
FadD28 FP inh	-0.2	-2.5	-0.6	-4.2	-1.5
BoNT A protease	?	0.0	-0.6	-0.6	-0.3
PfHsp40 rescue	1.8	0.9	-0.8	-2.3	0.0
GDH-TPI inh	24	34*	10	2	12
Mtb FBA inh	-6	5	7	-2	1
UGM FP inh	3.2	0.1	-2.1	-0.8	-1.4
BoNT F protease	-5	2	3	-8	-3

(21) O=c1ccn([C@H]2C[C@H](O)[C@@H](CO)O2)c(=O)[nH]1
(22) Cn1c(=O)c2c(ncn2CCO)n(C)c1=O
(23) O=C1Cc2c([nH]c3ccc([N+](=O)[O-])cc23)-c2ccccc2N1
(24) O=C(Nc1ccc(C(=O)O)c(O)c1)c1ccccc1
(25) COc1cc2nc(N3CCN(C(=O)[C@H]4COc5ccccc5O4)CC3)nc(N)c2cc1OC

Screen / compound no.	21	22	23	24	25
Mtb BioA inh	-0.1	-0.4	/	-1.1	14
Anthrax LF prot	-10	-4	0	6	1
FadD28 FP inh	0.9	0.4	-1.9	0.9	-4.2
BoNT A protease	-0.7	-0.2	0.2	3.3	-0.6
PfHsp40 rescue	-1.5	?	0.7	-1.7	-0.2
GDH-TPI inh	-1	4	27	7	3
Mtb FBA inh	1	-4	-2	1	82*
UGM FP inh	1.5	-0.6	/	-0.2	0.7
BoNT F protease	-3	6	-3	-8	-11

(26) COc1ccc(CN2CCN(C(c3ccc(F)cc3)c3ccc(F)cc3)CC2)c(OC)c1OC
(27) O=C(O)/C=C/c1ccc(O)cc1
(28) CC1OC(CC(=O)O)CC2=C1C(=O)c1c(O)cccc1C2=O (centres undefined)
(29) COC(c1ccccc1)(c1ccccc1)C(Oc1nc(C)cc(C)n1)C(=O)O (centres undefined)
(30) CC(=O)Nc1ccccc1

Screen / compound no.	26	27	28	29	30
Mtb BioA inh	0.7	-2.1	/	-2.2	-0.1
Anthrax LF prot	-12	-2	-8	-5	8
FadD28 FP inh	-4.3	-0.4	3.4	-3.7	-0.7
BoNT A protease	-1.4	-1.4	-0.8	-2.6	0.6
PfHsp40 rescue	39*	-0.5	-7.5	5.1	-1.1
GDH-TPI inh	-2	6	12	-12	-6
Mtb FBA inh	-3	0	-2	2	-1
UGM FP inh	5.2	0.0	/	2.2	/
BoNT F protease	-10	-9	-15	15	-2

(31) COc1c(O)cc2c(c1O)[C@@H]1O[C@H](CO)[C@@H](O)[C@H](O)C1OC2=O (some centres undefined)
(32) O=C(O)CNC(=O)c1ccccc1
(33) Nc1ncnc2nc[nH]c12
(34) COc1ccc(-n2[nH]c3c(cnc4ccccc43)c2=O)cc1
(35) NC(N)=NC(=O)Cc1c(Cl)cccc1Cl

Screen / compound no.	31	32	33	34	35
Mtb BioA inh	-0.9	1.0	3.1&-0.1&1.0	/	0.6
Anthrax LF prot	-1	1	-10&-8&5	4	-19
FadD28 FP inh	-3.4	-1.6	0.2&-1.4&0.7	-0.8	1.1
BoNT A protease	-0.2	-0.7	-0.3&-0.7&0.2	0.0	0.5
PfHsp40 rescue	-0.3	-0.9	-2.1&-2.8&-2.9	/	-0.6
GDH-TPI inh	5	-1	9&-8&13	/	12
Mtb FBA inh	1	-1	2&2&7	2	0
UGM FP inh	3.2	-2.4	-1.1&3.0&-0.6	/	2.6
BoNT F protease	3	-13	-12&-16&-11	-2	8

(36) COc1c(O)cc2c(c1O)[C@@H]1OC(CO)C(O)C(O)[C@H]1OC2=O (some centres undefined)
(37) COc1ccc2nc(NC(=O)Nc3ccccc3)sc2c1
(38) Cc1cc(C)cc(OCC2CNC(=O)O2)c1 (centres undefined)
(39) CNc1c2c(nn1C)CCCC2
(40) C=C1c2cccc(O)c2C(O)=C2C(=O)[C@]3(O)C(O)=C(C(N)=O)C(=O)[C@@H](N(C)C)[C@@H]3[C@@H](O)[C@H]12
(41) CC12CCC(=O)C=C1CCC1C2CCC2(C)C1CC[C@]2(O)C(=O)CO (some centres undefined)

Screen / compound no.	36	37	38	39	40	41
Mtb BioA inh	-0.7	0.5	0.3	1.8&-0.6	-0.7	-1.1
Anthrax LF prot	4	4	-2	-2&-5	-5	-7
FadD28 FP inh	-4.5	-1.9	-3.6	-4.6	4.1	-0.2
BoNT A protease	0.1	-0.4	0.1	-1.0&-0.4	-1.0	-1.2
PfHsp40 rescue	-0.4	2.4	/	-2.0&-1.2	9.9	-0.6
GDH-TPI inh	3	9	7	6&1	13	2
Mtb FBA inh	0	-1	-2	-2&-1	0	1
UGM FP inh	/	/	/	-0.5	5.8	-0.2
BoNT F protease	2	-4	-3	6&-6	-7	11
